# Assay outcomes (PubChem BioAssay)
# ADAM17 inh = ADAM17 inhibitors, primary screen, biochemical, QFRET; inhibition, % at 6.95 µM; hit rate 0.83% among 370,000; AID 720648, 2013; recombinant ADAM17, EDANS/DABCYL FRET peptide cleavage; Disintegrin and metalloproteinase domain-containing protein 17 (Homo sapiens), P78536;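 active = inhibition above the mean of compounds lying between control limits plus 3 SD, set per campaign, cut at about 8.5% in these data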;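 note: 0% = DMSO-only wells as the low control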
# NPR1 activator = GC-A stimulated cGMP production enhancers – HEK293 GC-A cells, cGMP TR-FRET, EC30 ANP, primary screen. Atrial natriuretic peptide receptor 1 (Homo sapiens), P16066. 0% at EC30 ANP, 100% saturating ANP. activation, % at 10 µM. hit rate 0.14% among 370,000; in the data active = activation above about 40%
# SMARCA2 activ = SMARCA2 (BRM) function activators, primary screen, cell-based, luminescence, high throughput | MG213 cells, MMTV-luciferase reporter, dexamethasone, overnight | hit rate 1% among 370,000 | activation, % at 9.1 µM | AID 652017, 2013; in the data active = activation above about 7.8%;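 note: 0% = vehicle wells and 100% = reference activator wells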
# DAX1 inh-1 = DAX1 (NR0B1) inhibitors, primary screen, cell-based, HEK293, Gal4-DAX1, luciferase luminescence. Nuclear receptor subfamily 0 group B member 1 (Homo sapiens), P51843. HEK293 Gal4-DAX1 luciferase reporter. inhibition, % at 6.75 µM. hit rate 0.99% among 340,000. AID 504766, 2011;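 active = inhibition above the mean over all tested compounds plus 3 SD, cut at about 4.2% in these data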;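 note: 0% = DAX1-transfected cells with DMSO and 100% = empty-vector control cells with DMSO; inhibition shows as a rise in luminescence from relieved DAX1 repression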
# Target sequence (P51843 207-470 limits assumed): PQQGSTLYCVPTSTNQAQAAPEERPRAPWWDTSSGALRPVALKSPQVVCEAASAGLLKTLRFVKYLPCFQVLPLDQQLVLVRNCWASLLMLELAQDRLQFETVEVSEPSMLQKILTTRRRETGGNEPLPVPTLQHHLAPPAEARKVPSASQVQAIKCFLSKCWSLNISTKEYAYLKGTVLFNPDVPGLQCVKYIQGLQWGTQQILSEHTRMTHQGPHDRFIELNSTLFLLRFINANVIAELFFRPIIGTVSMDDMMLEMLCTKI
# ssDAF-12 act = S. stercoralis DAF-12 nuclear receptor activators, primary screen, cell-based, luminescence, HEK293, GRIP1 co-expression, lit1-tk-luc; Nuclear hormone receptor DAF-12 (Strongyloides stercoralis); HEK293 ssDAF-12/GRIP1 lit1-tk-luc reporter; % of 3 µM dafachronic acid response; activation, % at 6.8 µM; hit rate 1% among 370,000; AID 652126, 2013;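 active = activation above the mean over all tested compounds plus 3 SD, cut at about 0.9% in these data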;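 note: 0% = DMSO-only wells and 100% = 3 µM delta7-dafachronic acid wells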
# hgDAF12 agonist = H. glycines DAF-12 receptor agonists, primary screen, cell-based, luminescence, HEK293, GAL4 fusion, UAS-luciferase; HEK293 GAL4-hgDAF12 UAS-luciferase reporter, agonist luminescence; normalized to butyrate control; activation, % at 6.8 µM; Nuclear hormone receptor DAF-12 (Heterodera glycines), GAL4 fusion; hit rate 1.8% among 370,000; AID 687014, 2013;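 active = activation above a cutoff set at the mean of all screened compounds plus 3 SD, cut at about 10% in these data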;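 note: 0% = DMSO wells and 100% = sodium butyrate wells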
# DAX1 inh-2 = DAX1 (NR0B1) inhibitors on StAR promoter, primary screen, cell-based, luminescence, SF-1 (NR5A1), full-length DAX-1 | inhibition, % at 6.8 µM | HEK293T StAR-luciferase reporter, SF-1/DAX-1 repression relief | hit rate 1.1% among 370,000 | AID 652010, 2013;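 active = inhibition above the mean over all tested compounds plus 3 SD, cut at about 3.6% in these data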;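 note: 0% = DAX-1 cells with DMSO and 100% = cells lacking DAX-1 with DMSO; higher inhibition means more luminescence from relief of DAX-1 repression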
# FXN GAA850 act = FXN promoter activators, primary screen, cell-based, luciferase luminescence, HEK293 lucGAA850; AID 540364, 2011; activation, % at 6 µM; hit rate 0.56% among 360,000; HEK293 lucGAA850 FXN promoter luciferase reporter, 24 h; percent of 10 µM SAHA response;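 active = activation above the average of all compounds screened plus 3 SD, cutoff fixed separately per campaign, cut at about 7.5% in these data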;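 note: 0% = DMSO wells and 100% = 10 µM SAHA wells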
# ADAM10 inh = human ADAM10 inhibitors, primary screen, biochemical, QFRET, HTS. inhibition, % at 7 µM. AID 720582, 2013. hit rate 0.62% among 370,000. recombinant ADAM10, EDANS/DABCYL FRET peptide cleavage, 3 h. Disintegrin and metalloproteinase domain-containing protein 10 (Homo sapiens), O14672;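 active = inhibition above a per-campaign cutoff equal to the mean of compounds falling between control-based bounds plus 3 SD, cut at about 20% in these data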;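 note: 0% = DMSO wells while the 100% control is not disclosed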
# Target sequence (O14672 214-748 limits assumed): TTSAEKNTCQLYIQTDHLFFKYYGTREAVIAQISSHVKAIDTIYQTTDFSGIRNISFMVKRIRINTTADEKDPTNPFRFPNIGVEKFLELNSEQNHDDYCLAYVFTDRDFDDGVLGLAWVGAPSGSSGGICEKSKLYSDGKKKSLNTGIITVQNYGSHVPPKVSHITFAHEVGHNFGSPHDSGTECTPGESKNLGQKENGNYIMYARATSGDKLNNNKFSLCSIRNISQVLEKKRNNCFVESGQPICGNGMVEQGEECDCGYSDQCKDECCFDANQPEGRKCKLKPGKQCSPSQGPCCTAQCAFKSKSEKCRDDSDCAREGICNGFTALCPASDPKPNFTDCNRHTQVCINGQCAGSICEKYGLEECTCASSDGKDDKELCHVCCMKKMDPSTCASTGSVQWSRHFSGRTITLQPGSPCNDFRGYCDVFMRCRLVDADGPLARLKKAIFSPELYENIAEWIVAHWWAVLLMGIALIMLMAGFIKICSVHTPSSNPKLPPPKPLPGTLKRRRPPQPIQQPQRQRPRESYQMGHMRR
# hcDAF12 agonist = H. contortus DAF-12 nuclear receptor activators, primary screen, cell-based, luminescence, HEK293, lit1-tk-luc reporter; HEK293 hcDAF-12 lit1-tk-luc reporter; 0% DMSO, 100% Δ7-dafachronic acid; activation, % at 6.8 µM; hit rate 1.4% among 370,000; AID 652067, 2013;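 active = activation above the mean of all tested compounds plus 3 SD, cut at about 5.5% in these data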;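 note: 100% = response to 3 µM Δ7-dafachronic acid high control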
# PG9 binder = binders of HIV-1 gp120 antibody PG9, primary screen, biochemical, TR-FRET. HIV-1 gp120 / PG9 antibody interaction. TR-FRET gp120-PG9 antibody binding. inhibition, % at 6.7 µM. hit rate 0.43% among 360,000; in the data active = inhibition above about 8.5%
# An asterisk follows results filed as active; · = no result given.
SMILES	hgDAF12 agonist	DAX1 inh-1	ADAM10 inh	SMARCA2 activ	DAX1 inh-2	NPR1 activator	ssDAF-12 act	hcDAF12 agonist	ADAM17 inh	FXN GAA850 act	PG9 binder
CCc1ccc(NS(=O)(=O)c2cccc3nonc23)cc1	-3.1	-0.7	7.3	-1.4	-0.5	-4.1	-0.8	-2.0	1.3	-1.0	-0.4
CC(C)OP(=O)(c1ccc(N(C)C)cc1)C(O)c1ccc(C(C)C)cc1 (centres undefined)	0.9	-0.6	8.3	-2.3	-0.5	1.6	-1.0	0.1	-2.3	11.5*	-0.3
Cc1noc(C)c1S(=O)(=O)Nc1ccc(C#N)cc1	-0.3	0.0	2.0	-1.6	-0.7	-0.8	-1.0	0.2	-1.5	-1.1	-1.7
O=C(O)C1CCC(CNS(=O)(=O)c2ccc(Br)cc2)CC1 (centres undefined)	-0.1	-0.3	-1.5	0.0	-0.1	0.4	-1.0	0.1	0.0	-0.9	0.0
NC(=O)C1(Nc2ccc(-c3ccc(Cl)cc3)cc2)CCCC1	2.4	-0.8	-29.3	-3.4	-0.2	58.1*	-1.1	0.4	-10.1	0.0	1.5
CCn1c(SCC(=O)NNC(=O)c2ccc(C)cc2)nnc1C(C)C	0.1	-0.6	7.2	6.6	0.0	2.7	-1.5	-1.8	-0.7	0.6	-2.5
O=C(COc1ccccc1[N+](=O)[O-])N1CCCc2ccccc21	-0.6	0.5	1.2	1.2	0.4	-2.3	-0.1	1.9	4.5	-0.5	-2.9
O=C(CCC(=O)c1cccs1)NCc1ccc(F)cc1	1.5	1.6	5.2	-2.2	0.3	7.0	-0.3	-1.9	-0.4	1.0	1.2
CC1C(=O)N(Cc2cn(Cc3ccco3)nn2)CCS(=O)(=O)N1Cc1ccc(-c2ccccc2Cl)cc1 (centres undefined)	-3.5	·	14.0	-3.8	-0.6	13.2	-1.6	-0.8	4.3	·	-0.8
COc1ccc(CC2C(=O)OC(C)(C)OC2=O)cc1	3.2	-1.0	-4.8	-0.3	0.7	3.6	-0.8	-0.6	-3.2	0.2	1.4
O=C(CSc1nc(-c2ccccc2)cc(=O)[nH]1)Nc1ccc(Br)cc1	-0.5	-0.6	6.8	-1.1	-0.1	0.9	-0.6	-0.6	-0.9	-0.1	1.9
O=C(NN1C(=O)CSC1=S)c1cccnc1	0.9	·	2.1	0.6	0.1	1.1	-0.9	0.9	-6.3	1.1	-1.1
O=C(COc1ccc(/C=N/NC(=O)c2ccncc2)cc1)Nc1ccc([N+](=O)[O-])cc1	0.2	-0.3	-1.8	-1.6	-0.2	-2.4	-1.0	-0.6	-0.9	0.3	-1.7
CN(C)c1cccc(NC(=O)C2(C)CC2(Cl)Cl)c1 (centres undefined)	0.0	-0.7	12.0	4.0	0.4	-0.1	-1.1	-0.6	3.5	-1.1	-2.8
Clc1c(-c2ccccc2)nnn1-c1ccccc1	10.2	3.2	-2.5	3.6	3.0	-3.0	0.3	3.4	-3.1	2.7	0.6
COC(=O)CSc1nc(C)cc(C)c1C#N	2.8	0.3	-45.6	0.6	-0.4	0.4	-0.8	0.0	-18.4	0.4	-2.4
Nc1ncnc2c1ncn2[C@@H]1O[C@H](CNC(=O)[C@H]2CCC(=O)N2)[C@@H](O)[C@H]1O	2.4	-0.2	-6.1	-5.9	-1.4	-1.0	-0.9	-0.4	-6.0	0.2	-1.2
CCN(CC(=O)NC(C)(C)C)C(=O)c1cccc(S(=O)(=O)N2CC3(C)CC2CC(C)(C)C3)c1 (centres undefined)	-0.2	-1.3	-4.5	-3.2	-1.0	1.0	-1.2	-0.9	-3.0	-3.0	0.8
CC1(C(=O)NC(=S)N(CCC#N)c2ccccc2)CC1(Cl)Cl (centres undefined)	-0.9	-0.7	4.5	0.2	-0.1	2.1	-1.3	-0.7	-2.3	0.4	0.1
Cc1c(C#N)c2ncnc(N)c2n1-c1ccccc1	1.0	-0.3	-5.0	2.5	0.9	3.4	-1.2	-1.6	-4.6	-3.3	-1.0
O=C(/C=N/O)Nc1cccnc1	-0.6	0.8	-4.5	-3.5	-0.3	1.5	-1.1	-1.7	-0.4	0.1	2.0
Cc1ccc(NC(=O)CSCC(=O)Nc2ccccc2N2CCCC2)cc1	3.5	1.8	-3.5	0.0	0.4	1.8	-0.4	0.7	-2.9	1.6	0.7
CCOC(=O)c1c(C)nc2c(c1-c1cc(OC)ccc1OC)C(=O)CC(C)(C)C2	-2.5	0.0	0.0	0.9	0.3	2.3	-0.8	-1.0	-2.1	1.7	-1.1
Cc1ccc(C(=O)NNC(=O)c2cccnc2SCc2cccc([N+](=O)[O-])c2)cc1	0.6	0.2	-1.4	-1.2	-0.4	1.2	-1.6	-2.1	-2.2	3.0	0.7
C/C(=N\NC(=O)c1[nH]c2c([N+](=O)[O-])cc(C)cc2c1-c1ccccc1)c1cccnc1	0.1	-0.3	-5.1	0.4	-0.4	-3.5	-1.4	-0.1	-1.6	-0.4	-7.5
CCc1ccc2c(c1)/C(=N/N(C)C(=S)NC)C(=O)N2	3.7	-0.1	-8.1	0.1	1.8	2.3	-0.6	6.4*	0.2	-0.2	-2.1
Cc1ccccc1-n1c(-c2ccc(Br)o2)n[nH]c1=S	1.1	3.0	-3.8	0.9	0.4	-2.5	-2.1	0.2	-3.2	2.6	1.7
CC1(C)SCC(C(=O)O)NC1=O (centres undefined)	-4.8	1.2	-8.9	-3.1	0.1	-4.7	-0.4	-0.3	-5.1	0.8	3.0
CC(=O)Nc1ccc(NC(=O)/C=C/c2ccc(Cl)cc2)cc1	4.7	-0.9	0.7	0.1	0.2	5.6	-0.6	-1.3	-6.8	4.0	0.4
COC(=O)C[C@H]1C=C[C@@H](NC(=O)NC2CCCCC2)[C@@H](CO)O1	0.9	·	-4.4	0.0	0.4	1.6	-1.3	0.4	-1.9	·	-1.0
CC(C)NC(=O)Nc1cccc2c1O[C@H](CN(C)C(=O)Nc1ccccc1)[C@@H](C)CN([C@H](C)CO)C2=O	-0.3	-0.7	1.2	2.0	0.1	0.5	-0.8	0.3	-3.9	-1.5	-0.1
COc1ccccc1N1CCN(CC(=O)Nc2cc(F)ccc2C)CC1	0.6	0.8	-2.6	1.4	-0.7	-2.0	-1.1	-0.6	-2.8	0.9	-0.7
O=C1NC[C@H](Cc2ccccc2)N(C[C@H]2CCCN2C[C@H](Cc2ccccc2)N2C[C@H](Cc3ccc(O)cc3)N(CC3CCCCCC3)C(=O)C2=O)C1=O	0.1	-0.7	14.3	-3.0	0.5	0.2	0.1	-0.3	6.5	-1.4	0.2
CC(NC(=O)CN1CCN(Cc2ccc(Cl)cc2)C1=O)c1ccc2c(c1)OCCO2 (centres undefined)	-2.0	1.0	-23.5	-3.6	-0.8	-5.5	-1.6	0.8	-7.0	-0.6	1.9
O=C(NCc1cccc(C(F)(F)F)c1)C1CCC(=O)N(C2CCCCCC2)C1 (centres undefined)	0.3	-0.5	-4.9	-1.8	0.3	0.6	-1.2	-3.3	0.6	0.8	-0.6
Cc1csc(NC(=O)C2=COCCO2)n1	4.6	0.8	-13.9	5.0	3.4	3.6	0.3	1.0	-2.2	4.2	0.5
COC(=O)c1cccc(C(=O)N2CCCC(C(=O)c3cccc(OC(C)C)c3)C2)c1 (centres undefined)	-0.2	0.1	-11.4	0.3	-0.6	2.1	-0.1	5.8*	-8.7	2.4	-2.6
C/C(=N\Nc1nc(N2CCCCCC2)nc(N2CCCCCC2)n1)c1ccccc1	-0.8	-0.1	6.6	1.4	-0.5	-1.2	-0.3	0.7	1.2	-0.6	-1.0
COc1cccc(-c2ccc3nnc(SCC(=O)Nc4ccc(NC(C)=O)cc4)n3n2)c1	0.7	-2.6	-16.7	-2.9	-1.1	-2.0	-0.5	-1.4	-2.7	-1.2	2.4
COc1ccc(OCC(=O)Nc2cc(-c3nn(C)c(=O)c4ccccc34)ccc2N2CCOCC2)cc1	1.2	-1.4	0.0	-2.1	-0.8	12.8	-0.5	-0.6	-2.2	0.8	-3.2
CC(Cc1ccccc1)C(=O)NCc1ccncc1 (centres undefined)	-0.9	0.9	-1.0	0.6	0.0	-0.5	-1.1	-1.4	-6.5	-1.2	2.6
Cc1cccc(N=Cc2[nH]c3ccc(Br)c(Cl)c3c2O)c1	2.4	-0.8	7.7	1.6	0.0	-8.9	-1.0	3.5	5.3	4.1	-2.0
Cn1c(=O)n(C)c2cc([N+](=O)[O-])c(N3CCN(S(=O)(=O)c4ccccc4)CC3)cc21	-2.7	-1.2	0.3	-3.5	-0.3	1.5	-2.0	-3.4	-5.7	2.5	0.8
O=C(CN1CCOc2ccccc21)NCc1cccs1	0.5	0.9	2.2	0.6	-0.4	3.4	-1.2	-0.1	-2.6	0.6	-0.2
COc1ccc(-c2cc(C(=O)NNC3=NCCC3)c3c(C)nn(-c4ccccc4)c3n2)cc1	3.6	-1.4	-2.3	0.0	-0.7	2.8	-1.9	-1.4	-4.5	-2.0	0.3
O=C(CCn1c(=O)oc2ccccc21)NCc1ccc2c(c1)OCO2	0.6	-0.2	-5.3	-1.3	-0.2	2.3	-1.0	-0.2	-1.2	-0.8	-0.8
COc1cc(C(=O)N[C@H](C(=O)NC2CCCCCC2)C(C)C)cc(OC)c1OC	-1.6	-0.2	4.0	1.9	-0.1	0.7	-1.3	-0.2	-3.6	0.9	0.5
CCN(CC)S(=O)(=O)c1ccc(N2CCOCC2)c(NS(=O)(=O)c2ccc(C)cc2)c1	-3.5	-0.5	-0.3	-1.0	0.9	1.1	-0.1	0.0	0.5	1.5	1.1
Cc1c2cnn(CC(=O)Nc3cccc(C(F)(F)F)c3)c(=O)c2c(C)n1Cc1ccccc1F	-0.5	0.7	-2.3	0.4	-0.1	-4.5	-0.8	0.0	-1.4	-2.2	-2.8
CC(NS(=O)(=O)c1ccc(OCC(=O)NCc2ccncc2)cc1)c1ccccc1 (centres undefined)	1.0	0.5	-1.4	-2.9	0.5	-0.5	-0.8	0.8	-2.2	-1.7	-1.7

# Random draw from the library; any-hit rate near 6.8%.
